D2 antag: antagonists of human D2 dopamine receptor; inhibition, % at 10 µM; HEK293 TREx D2 cells, calcium flux, dopamine EC80; 340,000 tested, 2% active; P14416; in the data active = inhibition above about 30%; note: 0% is about no effect
Target sequence (P14416 whole entry, looked up): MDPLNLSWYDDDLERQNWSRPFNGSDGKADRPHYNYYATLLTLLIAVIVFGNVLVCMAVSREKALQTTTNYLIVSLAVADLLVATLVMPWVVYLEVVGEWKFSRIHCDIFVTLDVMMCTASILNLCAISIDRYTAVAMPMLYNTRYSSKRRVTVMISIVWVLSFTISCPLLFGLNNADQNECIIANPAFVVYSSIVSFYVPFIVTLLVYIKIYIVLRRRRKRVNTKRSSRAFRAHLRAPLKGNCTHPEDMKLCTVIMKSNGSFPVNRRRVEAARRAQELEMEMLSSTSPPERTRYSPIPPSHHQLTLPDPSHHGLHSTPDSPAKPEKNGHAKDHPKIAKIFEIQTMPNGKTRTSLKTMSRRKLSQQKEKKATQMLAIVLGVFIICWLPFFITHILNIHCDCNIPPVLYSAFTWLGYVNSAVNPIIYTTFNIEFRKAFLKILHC
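Antagonism is scored as inhibition of an EC80 dopamine-evoked calcium signal in a force-coupled, tetracycline-inducible HEK293 T-REx D2 line, with compound present 180 s before agonist.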
USP1 inh: USP1/UAF1 (human) deubiquitinase inhibition. Potency, µM (highest dose often 57.1 µM), inactives show at the top dose activity change, negative = inhibition, usual class: inhibitors. 390,000 tested, 0.23% active. recombinant USP1/UAF1, Ub-Rhodamine cleavage fluorescence; note: potency is the fitted concentration of half-maximal effect; % is set by controls: 0 for no effect and ±100 for the full control effect; nearly all actives have a fitted effect of over 60% in size; inactives centre near -12
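Step one: compound is pinned into 1nM USP1/UAF1 in HEPES pH 7.8 buffer with TCEP. Step two: 15 min room-temperature incubation. Step three: Ub-Rho (150nM final) starts cleavage, tracked by fluorescence over six one-minute reads.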
mIDH1 inhibitor: blocks human mutant IDH1 R132H enzyme; 390,000 tested, 0.093% active; O75874; Potency, µM (highest dose often 76.6 µM), for the others: at the top dose activity change, negative = inhibition, most hits filed as inhibitors; IDH1-R132H enzyme, NADPH consumption, diaphorase/resazurin fluorescence; note: potency is the fitted concentration of half-maximal effect; % is set by controls: 0 for no effect and ±100 for the full control effect; nearly all actives have a fitted effect of over 65% in size
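IDH1-R132H (0.5 ug/mL) preincubated 30 min with compound, then NADPH (0.016 mM) and alpha-KG (2 mM) added; 80 min at RT, pH 7.5. Remaining NADPH coupled via diaphorase/resazurin to fluorescence (540/590 nm); concentration-response curves normalized to no-enzyme control.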
PI4K2A inh: inhibitors of human PI4K2A. purified PI4K2A, ADP-Glo luminescence, 1 h; hits give low values. activity change, negative = inhibition, % at 76.9 µM. 420,000 tested, 0.13% active; in the data active = activity change below about -50%; inconclusive = mostly about -30% to -49%;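 note: -100% = wells without enzyme as full effect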
Target sequence (Q9BTU6 whole entry, looked up): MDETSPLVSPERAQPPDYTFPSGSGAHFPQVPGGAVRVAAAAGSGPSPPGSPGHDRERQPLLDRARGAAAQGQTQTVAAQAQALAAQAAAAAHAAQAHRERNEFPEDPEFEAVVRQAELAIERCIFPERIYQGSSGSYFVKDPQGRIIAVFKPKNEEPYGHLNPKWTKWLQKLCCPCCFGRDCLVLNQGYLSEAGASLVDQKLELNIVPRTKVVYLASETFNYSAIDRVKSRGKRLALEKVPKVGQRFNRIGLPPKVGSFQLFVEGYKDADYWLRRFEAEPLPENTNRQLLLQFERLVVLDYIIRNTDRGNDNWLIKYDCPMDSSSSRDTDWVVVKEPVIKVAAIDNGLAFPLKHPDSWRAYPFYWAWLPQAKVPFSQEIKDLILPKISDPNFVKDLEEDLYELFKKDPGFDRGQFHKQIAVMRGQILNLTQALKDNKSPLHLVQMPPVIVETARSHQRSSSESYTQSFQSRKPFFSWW
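In this quantitative HTS, ADP production by PI4K2A was quantified luminescently after 1 h at ambient temperature; 100 microM adenosine served as plate-quality control.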
TRHR PAM: TRH receptor (human) allosteric enhancement; P34981; TRHR cells, fluo-8 calcium fluorescence, EC20 TRH enhancement; enhancement, % at 2 µM; 360,000 tested, 0.66% active; AID 493056; in the data active = enhancement above about 30%; note: 0% is about no effect
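Enhancer read-out: after compound pinning and an initial kinetic agonist-mode read, an EC20 of TRH (10 nM final) was injected and fluo-8 calcium signal (Ex 480/Em 530) followed at 1 s/cycle for 100 cycles in TRHR-expressing cells.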
D2 agonist: activates the human D2 dopamine receptor. HEK293 T-REx D2 cells, calcium flux agonist mode. activation, % at 2 µM. 340,000 tested, 0.53% active. P14416. AID 485358;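 active = activation over 3 SD above normal in the single-dose calcium agonist read, cut at about 30% in these data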; note: 0% is about no effect
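Calcium-flux readout, 1 cycle/sec over 180 s following compound pin transfer, in inducible HEK293 Trex D2 cells (force-coupled); dopamine controls included. Positive calcium responses during this window marked compounds as potential agonists.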
rTrxR1 inhibitor: blocks rat thioredoxin reductase 1; recombinant rTrxR1, NADPH fluorescence consumption, selenite substrate; Potency, µM (highest dose often 114 µM), for the others: at the highest dose activity change, negative = inhibition, usual class: inhibitors; 390,000 tested, 1% active; AID 588453; note: potency is the fitted concentration of half-maximal effect; % is set by controls: 0 for no effect and ±100 for the full control effect; nearly all actives have a fitted effect of over 65% in size
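Rat TrxR1 (90 nM in the dispensed reagent) was pre-reduced with 400 uM NADPH for 5 min at room temperature, then incubated with compound for 15 min. After 400 uM selenite was added, NADPH fluorescence (Ex 340/Em 450 nm) was followed for 8 min.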
TrxR1 substrate: substrates of rat thioredoxin reductase 1; purified TrxR1 substrate turnover, NADPH consumption readout; AID 588456; 390,000 tested, 0.01% active; Potency, µM (doses to about 114 µM), for inactives: at the highest dose activity change, negative = substrate turnover; note: potency is the fitted concentration of half-maximal effect; % is set by controls: 0 for no effect and ±100 for the full control effect; nearly all actives have a fitted effect of over 50% in size
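Rat TrxR1, dispensed at 90 nM, was prereduced with 400 uM NADPH (final) for 5 min at ~22 deg C, then incubated with compound 15 min before 400 uM selenite. A first-read NADPH fluorescence drop versus no-compound background flagged substrates.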
TRHR agonist: agonists of human TRH receptor. TRHR cells, calcium flux fluo-8, FDSS agonist mode. P34981. 360,000 tested, 0.18% active. activation, % at 2 µM. AID 493084; in the data active = activation above about 30%; note: 0% is about no effect
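In this calcium-flux screen, cells bearing human TRHR are dye-loaded with fluo-8, baselined for 10 cycles, then exposed to library compounds; positive kinetic calcium responses during the agonist phase mark hits, with TRH as control.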
* = called active by the depositor; & = joins results of further samples; [ ] = dose if it differs, or a comment. Unless noted, calls come from the whole dose curve; as a rule, active = well fitted inhibition curve with a large enough effect; inconclusive = small, poorly fitted or top-dose-only effect; inactive = no such curve, though single readings can be large or run the other way.

For Cn1c(=O)c2c(ncn2CC(=O)N2CCN(c3ccc(F)cc3)CC2)n(C)c1=O the results were D2 antag 13, USP1 inh -9%, mIDH1 inhibitor 8%, PI4K2A inh 7, TRHR PAM 2, D2 agonist -0.1, rTrxR1 inhibitor -16%[57.1 µM], TrxR1 substrate 8% and TRHR agonist 0.0.
`CC1(C)Cc2c(C#N)c(NCCc3ccccc3)nc(-c3ccco3)c2CO1` gave D2 antag -7, USP1 inh inconclusive, mIDH1 inhibitor 2%, PI4K2A inh -6, TRHR PAM 4, D2 agonist -0.3, rTrxR1 inhibitor inconclusive, TrxR1 substrate 40%[activator][57.1 µM] and TRHR agonist 0.2.
Screening CCN(CC)CCCNC(=O)c1oc2ccc(S(=O)(=O)N3CC(C)CC(C)C3)cc2c1C (centres undefined) returned D2 antag -4, USP1 inh -7%, mIDH1 inhibitor -2%, PI4K2A inh 19, TRHR PAM -7, D2 agonist 0.2, rTrxR1 inhibitor 3%, TrxR1 substrate 2% and TRHR agonist 0.4.
`COc1ccc([N+](=O)[O-])cc1NCc1ccccc1` gave D2 antag 4, USP1 inh -14%, mIDH1 inhibitor 4%, PI4K2A inh 0, TRHR PAM -4, D2 agonist 2.2, rTrxR1 inhibitor 2%, TrxR1 substrate -3% and TRHR agonist 0.5.
For O=C(CN1C(=O)c2cccnc2Oc2ccc(Cl)cc21)NCCc1ccccc1 the results were D2 antag 11, USP1 inh -4%&-20%, mIDH1 inhibitor 6%&-9%, PI4K2A inh 2&3, TRHR PAM -7&-2, D2 agonist 0.1&-0.2, rTrxR1 inhibitor 21%&13%, TrxR1 substrate 1%&9% and TRHR agonist -0.4&-0.7.
COc1cc(/C=N/n2c(-c3ccccc3)n[nH]c2=S)ccc1O was read as D2 antag -2, USP1 inh -23%, mIDH1 inhibitor -1%, PI4K2A inh 2, TRHR PAM 20, D2 agonist 0.3, rTrxR1 inhibitor -12%, TrxR1 substrate 1% and TRHR agonist 0.2.
Screening CCCC(=O)N1c2ccccc2C(N(C(C)=O)c2ccccc2)CC1C (centres undefined) returned USP1 inh 0%, mIDH1 inhibitor 4%, PI4K2A inh -8, TRHR PAM 2, rTrxR1 inhibitor 28%, TrxR1 substrate 11% and TRHR agonist -0.1.
CC(=O)NC(Cc1cc(C)ccc1C)C(=O)N1CCN(C(=O)Nc2ccc(C(C)=O)cc2)CC1 (centres undefined) was read as D2 antag -6, USP1 inh -3%, mIDH1 inhibitor 2%, PI4K2A inh 1, TRHR PAM -4, D2 agonist -0.7, rTrxR1 inhibitor 7%, TrxR1 substrate 2% and TRHR agonist -2.3.
Screening Cc1ccc(C)c(OCCC(=O)OCC(=O)N2CCN(c3ccccc3)CC2)c1 returned D2 antag -12, USP1 inh -5%, mIDH1 inhibitor 0%, PI4K2A inh -2, TRHR PAM 3, D2 agonist -1.5, rTrxR1 inhibitor -18%, TrxR1 substrate -15% and TRHR agonist -0.7.
For COc1cc(/C=C/C(=O)NCCc2ccc(S(N)(=O)=O)cc2)ccc1OCC#N the results were D2 antag -25, USP1 inh -20%, mIDH1 inhibitor -9%, PI4K2A inh -3, TRHR PAM 5, D2 agonist -0.1, rTrxR1 inhibitor -7%, TrxR1 substrate 4% and TRHR agonist -0.6.
Screening Cc1cc(C(=O)N2CCC(C(=O)O)CC2)c(C(F)(F)F)o1 returned D2 antag 9, USP1 inh inconclusive, mIDH1 inhibitor 4%, PI4K2A inh 1, TRHR PAM 0, D2 agonist 0.7, rTrxR1 inhibitor -7%[57.1 µM], TrxR1 substrate -1%[57.1 µM] and TRHR agonist 0.5.
`COc1ccc(S(=O)(=O)N/N=C\c2ccc3c(c2)OCO3)cc1` gave D2 antag 3, USP1 inh -18%, mIDH1 inhibitor 3%, PI4K2A inh -1, TRHR PAM -2, D2 agonist -0.2, rTrxR1 inhibitor 18%, TrxR1 substrate 2% and TRHR agonist 0.9.

As a short view, 4 of the compounds above.
COc1cc(/C=N/n2c(-c3ccccc3)n[nH]c2=S)ccc1O was read as D2 antag -2, USP1 inh -23%, mIDH1 inhibitor -1%, PI4K2A inh 2, TRHR PAM 20, D2 agonist 0.3, rTrxR1 inhibitor -12%, TrxR1 substrate 1% and TRHR agonist 0.2.
Screening CCCC(=O)N1c2ccccc2C(N(C(C)=O)c2ccccc2)CC1C (centres undefined) returned USP1 inh 0%, mIDH1 inhibitor 4%, PI4K2A inh -8, TRHR PAM 2, rTrxR1 inhibitor 28%, TrxR1 substrate 11% and TRHR agonist -0.1.
CC(=O)NC(Cc1cc(C)ccc1C)C(=O)N1CCN(C(=O)Nc2ccc(C(C)=O)cc2)CC1 (centres undefined) was read as D2 antag -6, USP1 inh -3%, mIDH1 inhibitor 2%, PI4K2A inh 1, TRHR PAM -4, D2 agonist -0.7, rTrxR1 inhibitor 7%, TrxR1 substrate 2% and TRHR agonist -2.3.
Screening Cc1ccc(C)c(OCCC(=O)OCC(=O)N2CCN(c3ccccc3)CC2)c1 returned D2 antag -12, USP1 inh -5%, mIDH1 inhibitor 0%, PI4K2A inh -2, TRHR PAM 3, D2 agonist -1.5, rTrxR1 inhibitor -18%, TrxR1 substrate -15% and TRHR agonist -0.7.

Next section
For CC1(C)NC(=O)N(CC(O)CN(c2cccc([N+](=O)[O-])c2)S(=O)(=O)c2ccccc2)C1=O (centres undefined) the results were D2 antag 6, USP1 inh -1%, mIDH1 inhibitor 1%, PI4K2A inh -1, TRHR PAM -3, D2 agonist -0.1, rTrxR1 inhibitor 19%, TrxR1 substrate 4% and TRHR agonist 0.1.
`CCOC(=O)C1CCN(S(=O)(=O)CCNC(=O)c2ccccc2)CC1` gave D2 antag 19, USP1 inh -19%, mIDH1 inhibitor -1%, PI4K2A inh 0, TRHR PAM -9, D2 agonist 1.4, rTrxR1 inhibitor 10%[57.1 µM], TrxR1 substrate 3%[57.1 µM] and TRHR agonist 0.4.
`COCCCN(C(=O)c1cc2c(s1)CCCCC2)c1c(N)n(Cc2ccccc2)c(=O)[nH]c1=O` gave D2 antag 10, USP1 inh -5%, mIDH1 inhibitor 3%, PI4K2A inh -5, TRHR PAM -1, D2 agonist -0.5, rTrxR1 inhibitor 23%, TrxR1 substrate 5% and TRHR agonist 0.1.
CCCCn1cnc2c(SCc3ccccc3)nc(N)nc21 was read as USP1 inh -12%, mIDH1 inhibitor -1%, PI4K2A inh 1, rTrxR1 inhibitor 4%[2.29 µM] and TrxR1 substrate 7%[57.1 µM].
For C/C(Sc1nnc(Cc2ccccc2)o1)=C(\O)c1ccccc1 the results were USP1 inh inconclusive, mIDH1 inhibitor 4%, PI4K2A inh 10, rTrxR1 inhibitor 11% and TrxR1 substrate 6%.
Screening COc1ccc(CNC(=O)CCc2c(C)nc3c(c(C)nn3-c3ccccc3)c2C)cc1 returned USP1 inh -19%, mIDH1 inhibitor 3%, PI4K2A inh 3, TRHR PAM -2, D2 agonist -0.2, rTrxR1 inhibitor 9%, TrxR1 substrate 26% and TRHR agonist -0.2.
COc1ccccc1NS(=O)(=O)c1ccc(C(=O)NCCCn2ccnc2)cc1 was read as USP1 inh -3%, mIDH1 inhibitor -11%, PI4K2A inh 0, TRHR PAM 2, rTrxR1 inhibitor 7%, TrxR1 substrate -1% and TRHR agonist 1.1.
For CCOC(=O)Nc1cc(OCC)c(NC(=O)C2CC2)cc1OCC the results were D2 antag 0, USP1 inh -1%, mIDH1 inhibitor 1%, PI4K2A inh 0, TRHR PAM 6, D2 agonist 0.3, rTrxR1 inhibitor 21%, TrxR1 substrate -6% and TRHR agonist 0.8.
`CC(C)CNS(=O)(=O)c1ccc(OCC(=O)NCc2ccco2)cc1` gave D2 antag -30, USP1 inh -8%, mIDH1 inhibitor 22%, PI4K2A inh 2, TRHR PAM 3, D2 agonist 0.4, rTrxR1 inhibitor 7%, TrxR1 substrate 7%[57.1 µM] and TRHR agonist 0.1.
Screening CCOc1ccc(C(c2c(NC(=O)c3ccco3)sc(C)c2C)N2CCOCC2)cc1 (centres undefined) returned D2 antag -2, USP1 inh -22%, mIDH1 inhibitor 1%, PI4K2A inh -1, TRHR PAM 9, D2 agonist 0.0, rTrxR1 inhibitor 38%[activator], TrxR1 substrate 21% and TRHR agonist 1.5.
Screening CN(C)N=Nc1ccc(S(=O)(=O)NC(=O)Cc2ccccc2)cc1 returned D2 antag 12, USP1 inh -5%, mIDH1 inhibitor 0%, PI4K2A inh -3, TRHR PAM -1, D2 agonist -0.1, rTrxR1 inhibitor 4%, TrxR1 substrate -7% and TRHR agonist 0.6.
CC(=O)c1ccc(S(=O)(=O)Nc2ccc(-c3cn4c(C)csc4n3)cc2)cc1 was read as USP1 inh -4%, mIDH1 inhibitor -1%, PI4K2A inh -5, TRHR PAM -1, rTrxR1 inhibitor 11%[57.1 µM], TrxR1 substrate 2%[57.1 µM] and TRHR agonist -0.3.
CCC1(C(=O)c2ccccc2)C(c2ccc([N+](=O)[O-])cc2)C1(C(=O)OC)C(=O)OC (centres undefined) was read as D2 antag -5, USP1 inh -12%, mIDH1 inhibitor 1%, PI4K2A inh 1, TRHR PAM -1, D2 agonist -1.1, rTrxR1 inhibitor -3%, TrxR1 substrate -7% and TRHR agonist -2.0.
Screening Cn1c(=O)c2c([nH]c(=O)n2C)n(C)c1=O returned D2 antag -18, USP1 inh -3%, mIDH1 inhibitor -7%, PI4K2A inh -3, TRHR PAM -6, D2 agonist 0.4, rTrxR1 inhibitor 3%, TrxR1 substrate -4% and TRHR agonist -0.4.
Screening COc1ccc(N2CCN(C(CNC(=O)c3ccc(C)cc3)c3ccc4c(c3)OCO4)CC2)cc1 (centres undefined) returned USP1 inh -4%, mIDH1 inhibitor 5%, PI4K2A inh 1, TRHR PAM 3, D2 agonist 0.2, rTrxR1 inhibitor 23%[57.1 µM], TrxR1 substrate 1%[57.1 µM] and TRHR agonist -1.0.

High-throughput results as filed in PubChem.
